Mcl1-Bid inh: disrupts binding of human Mcl-1 to Bid peptide; AID 1021; 220,000 compounds, 0.97% hits; Q07820; TR-FRET Mcl-1/Bid-Dy647 peptide binding, 1536-well; inhibition, % at 21.7 µM;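 active = compounds that cut the binding signal by more than half at the single screening dose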;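 also: His-tagged Mcl-1 with europium anti-His antibody binding Bid BH3 peptide; 0% = Mcl-1 plus peptide wells and 100% = peptide-only wells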
Target sequence (Q07820 whole entry, looked up): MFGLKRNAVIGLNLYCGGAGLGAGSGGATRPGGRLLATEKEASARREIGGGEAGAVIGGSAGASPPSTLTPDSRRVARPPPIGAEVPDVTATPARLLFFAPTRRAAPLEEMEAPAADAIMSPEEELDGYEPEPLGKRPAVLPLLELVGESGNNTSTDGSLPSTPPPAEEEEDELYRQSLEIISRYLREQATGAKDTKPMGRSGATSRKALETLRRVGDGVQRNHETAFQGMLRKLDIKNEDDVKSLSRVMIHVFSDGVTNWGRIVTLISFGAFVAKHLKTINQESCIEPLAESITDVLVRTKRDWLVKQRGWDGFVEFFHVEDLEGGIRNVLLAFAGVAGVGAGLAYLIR
HRas wt GTP: changes GTP binding to wildtype human HRas; P01112; GST-Ras wt beads, Bodipy-FL-GTP binding, flow cytometry; actives lie on both sides; GTP binding activity, % at 10 µM; 190,000 compounds, 0.14% hits; AID 759;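 active = GTP binding activity at least 20% away from the 100% baseline, either lowered as inhibitor or raised as activator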;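 also: 0% = unlabeled GTP competition control and 100% = no-compound control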
Target sequence (P01112 whole entry, looked up): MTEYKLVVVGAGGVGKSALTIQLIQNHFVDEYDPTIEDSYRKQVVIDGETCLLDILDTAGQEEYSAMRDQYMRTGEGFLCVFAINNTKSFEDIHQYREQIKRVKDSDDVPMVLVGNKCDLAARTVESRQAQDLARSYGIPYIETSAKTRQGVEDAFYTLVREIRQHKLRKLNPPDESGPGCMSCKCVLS
Rab2 wt GTP: changes GTP binding to wildtype dog Rab2A, up or down; GST-Rab2 wt beads, Bodipy-GTP binding, flow cytometry; P61105; 190,000 compounds, 0.19% hits; AID 760; GTP binding activity, % at 10 µM;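 active = GTP binding activity at least 20 points away from 100%, either lowered or raised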;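 also: 0% = beads with excess unlabeled GTP and 100% = no-compound control corrected for plate trend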
Bim-Mcl-1: disrupts Bim peptide binding to human Mcl-1; Q07820; Bead-based flow cytometry, Bim peptide-Mcl-1 binding; inhibition, % at 10 µM; 190,000 compounds, 0.1% hits; AID 1009; in the data active = inhibition above about 40%;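 also: 0% = no compound tracer wells and 100% = peptide blocker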
Pf gamet viab: kills late stage P. falciparum gametocytes; 150,000 compounds, 0.065% hits; P. falciparum stage V gametocytes, ATP luminescence, 24 h; AID 743093; inhibition, % at 10.9 µM;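 active = inhibition above the mean plus 3 SD of compounds within the control limits, set per campaign, cut at about 38% in these data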;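 also: 0% = DMSO wells and 100% = medium only without gametocytes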
Avidin bead fluor: compound fluoresces at 488/530 nm on avidin beads. compound fluorescence 488/530 nm, flow cytometry; stronger effect = higher value. AID 1775. 220,000 compounds, 0.38% hits. fluorescence (KMESF) at 10 µM; in the data active = fluorescence above about 47; also: inactives centre near 10
Cdc42 wt GTP: human Cdc42 wildtype GTP binding change, either direction | P60953 | GST-Cdc42 beads, Bodipy-GTP binding, flow cytometry; actives lie on both sides | percent activity (GTP binding), % at 10 µM | 190,000 compounds, 0.2% hits | AID 761;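 active = percent activity GTP binding at least 20 points away from the 100% baseline, either down as inhibitor or up as activator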;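 also: median bead fluorescence of bound Bodipy-FL-GTP at 100 nM; 0% = excess unlabeled GTP control and 100% = no compound control; below 100% means less GTP binding so inhibitor and above means activator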
Target sequence (P60953 whole entry, looked up): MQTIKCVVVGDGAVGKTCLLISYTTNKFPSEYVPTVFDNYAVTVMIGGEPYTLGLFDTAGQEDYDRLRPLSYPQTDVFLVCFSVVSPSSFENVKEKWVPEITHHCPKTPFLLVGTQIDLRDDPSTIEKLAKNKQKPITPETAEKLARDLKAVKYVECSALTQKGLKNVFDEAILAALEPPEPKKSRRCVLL
Rac1 wt modul: alters GTP binding to wildtype human Rac1; P63000; GST-Rac1 beads, fluorescent GTP binding, flow cytometry; actives lie on both sides; 0 = cold GTP competed, 100 = untreated; GTP binding activity (% of control), % at 10 µM; 190,000 compounds, 0.27% hits;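 active = GTP binding activity at least 20 points away from the 100% control level, either lower or higher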
Rab7 wt GTP bind: dog Rab7 wildtype GTP binding, inhibitors and activators | GST-Rab7 beads, fluorescent GTP binding, flow cytometry; actives lie on both sides; untreated = 100%, excess cold GTP = 0% | GTP binding activity (percent of control), % at 10 µM | 190,000 compounds, 0.055% hits;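 active = fluorescent GTP binding to Rab7 beads changed by at least 20 points from the 100% baseline, either direction, mostly lower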;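 also: median green fluorescence of bound Bodipy-FL-GTP per Rab7 bead population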
Mcl1-Noxa inh: disrupts binding of human Mcl-1 to Noxa peptide | Q07820 | inhibition, % at 21.7 µM | TR-FRET Mcl-1/Noxa peptide binding, 2 h | 220,000 compounds, 1.5% hits;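 active = compounds that cut the protein-peptide binding signal by more than 50% relative to plate controls in a single-dose test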;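 also: His-tagged Mcl-1 with rhodamine Noxa BH3 peptide and terbium anti-His antibody; 0% = Mcl-1 plus Noxa peptide wells and 100% = peptide-only wells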
Rac1 act GTP bind: alters GTP binding to activated mutant human Rac1; P63000; percent activity (GTP binding), % at 10 µM; GST-Rac1 activated beads, fluorescent GTP binding, flow cytometry; actives lie on both sides; 100% means binding = to untreated wells; 190,000 compounds, 0.11% hits; AID 764;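 active = GTP binding at least 20 percentage points away from the 100% baseline, in either direction, so actives lie on both sides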
Starred values were filed as active, the others as inactive; x = not tested or not shown.

[1] c1ccc(-c2ccccc2OCCN2CCOCC2)cc1
[2] CC(=O)Oc1ccc(-c2cccc(C(=O)NCCO)c2)cc1
[3] COc1ccc(NC(=S)NNC(=O)CNc2ccc(Cl)cc2)cc1
[4] CCn1nc(C(=O)Nc2nc3ccccc3[nH]2)c2ccccc2c1=O
[5] CN(Cc1ccccc1)C(=O)COC(=O)c1ccc2ccccc2n1
[6] CCOc1cnc(-c2ccc(OC)cc2)o1
[7] S=c1sc2c(N3CCN(Cc4ccccc4)CC3)ncnc2n1-c1ccccc1
[8] COc1cc(C)c(Cl)cc1S(=O)(=O)n1ccnc1
[9] COC(=O)Cn1c(=NC(=O)CSCC(=O)Nc2cc(C)on2)sc2cc(C(=O)OC)ccc21
[10] CCN(C1CCCCC1)S(=O)(=O)c1ccc(S(=O)(=O)N(CC(=O)Nc2ccccc2)C2CC2)cc1

screen / no.,1,2,3,4,5,6,7,8,9,10
Mcl1-Bid inh,39,-18,-68,-33,-25,-36,-16,-21,9,-1
Rab2 wt GTP,103,100,98,95,95,96,101,97,100,99
Avidin bead fluor,5,12,10,4,10,34,11,7,7,21
Bim-Mcl-1,3,-1,-9,-2,-3,-4,-12,-4,1,-1
Rab7 wt GTP bind,106,105,103,96,100,97,99,94,103,97
Rac1 act GTP bind,104,95,96,95,92,94,102,96,96,99
Mcl1-Noxa inh,11,-1,-7,18,15,2,-1,5,10,-1
Rac1 wt modul,104,98,101,100,93,95,107,98,99,102
Cdc42 wt GTP,106,96,98,95,89,96,104,98,96,100
HRas wt GTP,104,99,99,96,92,95,102,96,97,97
Pf gamet viab,-19,7,1,15,x,-1,10,-26,x,13

[11] COCc1nnc(NS(=O)(=O)c2ccc([N+](=O)[O-])cc2)s1
[12] CC(C)c1cc(Br)ccc1OCCCN1C(=O)NC(C)(C)C1=O
[13] N#Cc1ccc(-c2cccnc2)nc1SCc1ccc(Cl)c(Cl)c1
[14] Cc1ccc(Cn2c3ccccc3c3cn[nH]c(=O)c32)cc1
[15] O=C1NN(c2ccccc2)C(=O)/C1=C/c1ccc(Sc2cccc3ccccc23)o1
[16] Cc1cc(C)c(C(N)=O)c(NC(=O)Nc2ccccc2)n1
[17] COc1ccc(/C=N/Nc2nc(Nc3ccccc3)nc(N3CCCCC3)n2)c(OC)c1
[18] COc1ccc(CC/C(C)=N\NC(N)=O)cc1
[19] COc1ccc(C(=O)OCC(=O)NCCN2C(=O)CSC2=O)cc1
[20] Cc1ccc(OCCCN(C)C)c(Br)c1

screen / no.,11,12,13,14,15,16,17,18,19,20
Mcl1-Bid inh,0,16,49,-11,-41,-14,1,-24,-5,46
Rab2 wt GTP,99,98,94,99,87,92,100,96,99,99
Avidin bead fluor,9,21,15,8,9,7,15,5,19,30
Bim-Mcl-1,0,-5,-1,-1,-3,-1,-4,-1,0,-2
Rab7 wt GTP bind,95,100,94,100,90,97,99,100,100,100
Rac1 act GTP bind,96,93,94,95,88,95,101,101,99,102
Mcl1-Noxa inh,34,11,5,-2,51*,8,17,10,1,17
Rac1 wt modul,100,102,96,99,91,92,101,105,100,103
Cdc42 wt GTP,99,99,97,99,86,94,99,100,97,104
HRas wt GTP,98,99,95,99,90,93,101,101,98,100
Pf gamet viab,4,-1,2,x,x,5,-2,x,14,x

[21] NC(=O)CSc1nnc(-c2ccoc2)o1
[22] COCc1cc(C)n(CC(=O)OC)c(=O)c1C#N
[23] O=C(OCc1nnc(-c2ccc(Cl)cc2)o1)c1ccncc1
[24] CCOCCCNC(=O)C(NC(=O)c1ccc(NC(C)=O)cc1)c1ccc(Cl)cc1 (configuration not stated)
[25] COC(=O)C(C)Sc1nnc(SC(C)C(=O)OC)s1 (configuration not stated)
[26] CC(=O)c1ccc(OC(C)C)c(CSc2nc(O)cc(=O)[nH]2)c1
[27] COc1ccc(S(=O)(=O)N2CCCC2C(=O)NCc2ccccc2Cl)cc1 (configuration not stated)
[28] O=C(O)c1cc(S(=O)(=O)O)ccc1O
[29] COC(=O)C(CCCN1C(=O)c2ccccc2C1=O)(NC(C)=O)c1nn[nH]n1 (configuration not stated)
[30] Cc1ccc(NC(=O)CCn2nc([N+](=O)[O-])cc2C)nc1

screen / no.,21,22,23,24,25,26,27,28,29,30
Mcl1-Bid inh,5,-20,-12,10,-37,-38,-34,56*,-2,-2
Rab2 wt GTP,104,99,99,95,98,100,99,102,98,97
Avidin bead fluor,10,20,6,3,13,20,11,10,5,12
Bim-Mcl-1,3,0,0,-7,0,0,0,0,1,0
Rab7 wt GTP bind,102,106,99,98,96,99,105,103,95,97
Rac1 act GTP bind,102,96,99,97,97,99,97,101,96,100
Mcl1-Noxa inh,4,5,4,6,2,24,-29,40,0,34
Rac1 wt modul,103,99,101,104,99,104,97,110,104,106
Cdc42 wt GTP,103,95,101,101,99,102,97,103,97,103
HRas wt GTP,101,98,100,99,98,103,99,102,99,101
Pf gamet viab,-9,x,x,-14,x,15,-7,7,-20,1

Record cards, from the list above.
COC(=O)C(C)Sc1nnc(SC(C)C(=O)OC)s1 (configuration not stated) in the list: Mcl1-Bid inh = -37; Rab2 wt GTP = 98; Avidin bead fluor = 13; Bim-Mcl-1 = 0; Rab7 wt GTP bind = 96; Rac1 act GTP bind = 97; Mcl1-Noxa inh = 2; Rac1 wt modul = 99; Cdc42 wt GTP = 99; HRas wt GTP = 98; Pf gamet viab = x
CC(=O)c1ccc(OC(C)C)c(CSc2nc(O)cc(=O)[nH]2)c1 in the list: Mcl1-Bid inh = -38; Rab2 wt GTP = 100; Avidin bead fluor = 20; Bim-Mcl-1 = 0; Rab7 wt GTP bind = 99; Rac1 act GTP bind = 99; Mcl1-Noxa inh = 24; Rac1 wt modul = 104; Cdc42 wt GTP = 102; HRas wt GTP = 103; Pf gamet viab = 15

(continued)
[31] Nc1cc(F)ccc1N1CCCCCC1
[32] Cc1ccccc1-c1ccc(Nc2ccc(N3CCOCC3)cc2)nn1
[33] CCOC(=O)c1cc2sccc2n1CC(=O)N1c2ccccc2CC1C (configuration not stated)
[34] Cn1c(=O)oc2cc(S(=O)(=O)NC3CCN(Cc4ccccc4)CC3)ccc21
[35] COc1cc(/C=C2\SC(c3ccc(C)cc3)=NC2=O)cc(OC)c1OC
[36] O=S(=O)(c1ccc(Cl)nc1)N1CCCc2ccccc21
[37] Cc1ccc(N2CS(=O)(=O)/C(=C/N(C)C)C2=O)cc1
[38] CCC(C)(C(=O)NC1CCCC1)N(Cc1cccs1)C(C)=O (configuration not stated)
[39] O=S(=O)(c1ccccc1)C(/C=N\O)/C=C/c1ccccc1 (configuration not stated)
[40] CCOc1cc(S(=O)(=O)n2nc(C)cc2C)ccc1F

screen / no.,31,32,33,34,35,36,37,38,39,40
Mcl1-Bid inh,-27,12,-22,0,-3,12,-7,3,-21,-22
Rab2 wt GTP,96,100,96,100,86,101,98,102,101,104
Avidin bead fluor,24,6,7,24,10,14,18,30,7,16
Bim-Mcl-1,0,1,1,-5,-6,-4,-5,0,1,-4
Rab7 wt GTP bind,100,100,95,103,91,102,95,99,98,105
Rac1 act GTP bind,95,103,96,100,86,102,97,101,95,100
Mcl1-Noxa inh,21,69*,0,15,x,-2,0,6,16,-13
Rac1 wt modul,96,108,98,102,84,103,100,106,100,105
Cdc42 wt GTP,92,105,97,99,88,101,99,104,100,102
HRas wt GTP,98,102,98,101,90,101,96,102,97,102
Pf gamet viab,-13,x,x,x,x,16,-16,x,9,0

[41] O=C(/C=N/O)NCCCN1CCOCC1
[42] O=C(Nc1ccc(C(=O)N2CCCCC2)cc1)C1CCCCC1
[43] COc1ccccc1N=Cc1c(O)c2ccccc2oc1=O
[44] O=c1[nH]c(CNCc2cccnc2)nc2ccccc12
[45] N#CC1=C(N)OC(c2ccccc2)=C(C#N)C1c1ccc2c(c1)OCO2 (configuration not stated)
[46] CN1C(=O)/C(=C/c2ccco2)SC1=Nc1cccc(C(=O)O)c1
[47] COc1ccc(-n2c(-c3ccc(Br)cc3)c[n+]3c2CCC3)cc1
[48] O=C(/C=C/c1ccco1)N1CCc2ccccc21
[49] COc1ccc(N(C)S(=O)(=O)c2cccc3cccnc23)c(OC)c1
[50] COc1ccc(N=CC2=C(O)CC(C)(C)CC2=O)cc1

screen / no.,41,42,43,44,45,46,47,48,49,50
Mcl1-Bid inh,-22,-1,-73,-34,-17,-48,4,-31,-37,-32
Rab2 wt GTP,102,101,100,95,99,92,101,94,97,101
Avidin bead fluor,6,7,16,23,17,6,10,21,21,35
Bim-Mcl-1,-3,5,-4,-3,-1,-4,0,0,-2,-3
Rab7 wt GTP bind,102,100,100,95,96,95,107,96,91,99
Rac1 act GTP bind,101,98,101,95,97,90,101,92,97,101
Mcl1-Noxa inh,3,13,8,12,-3,22,11,19,-3,4
Rac1 wt modul,104,97,99,99,99,92,103,97,96,101
Cdc42 wt GTP,107,99,99,95,101,91,104,94,99,101
HRas wt GTP,102,96,99,95,99,93,101,95,98,101
Pf gamet viab,-13,x,-10,x,-16,x,-1,-11,x,-15

[51] O=C(c1ccc(F)cc1)C1CCN(C(=O)NC2CCCCC2)CC1
[52] CCOCCCNC(=S)N(Cc1ccco1)Cc1cc2cc3c(cc2[nH]c1=O)OCCO3
[53] CCOC(=O)c1nnn(-c2nonc2N)c1-c1ccc(OC)cc1
[54] CC1CCN(S(=O)(=O)c2cccc(-c3cn4cc(Cl)ccc4n3)c2)CC1
[55] COC(=O)c1cc(OC)c(OC)cc1NC(=O)Cc1cccs1
[56] Cn1c(Cc2cccs2)nnc1SC/C=C/c1ccccc1
[57] COc1ccc(C(=O)Nc2ccc(S(=O)(=O)N3CCCCC3)cc2)cc1
[58] O=C(CSC1CCCCC1)Nc1ccccc1Br
[59] CN1CCN(S(=O)(=O)c2ccc3[nH]cc(C(=O)O)c(=O)c3c2)CC1
[60] COc1ccc(-c2n[nH]c(=S)n2-c2ccc3c(c2)OCCO3)cc1
[61] CCc1ccc(OCC(=O)N2CCN(c3ccccc3F)CC2)cc1
[62] O=C(COC(=O)C12CC3CC(CC(C3)C1)C2)NC12CC3CC(CC(C3)C1)C2
[63] Cc1cccc(Sc2c(C=O)c3ccccc3n2C)c1

screen / no.,51,52,53,54,55,56,57,58,59,60,61,62,63
Mcl1-Bid inh,-5,-49,2,-8,4,-8,-6,-6,42,-52,-32,-31,5
Rab2 wt GTP,92,96,102,98,98,101,97,98,101,97,98,100,94
Avidin bead fluor,33,10,8,11,11,29,8,10,10,11,8,34,40
Bim-Mcl-1,-2,-1,0,1,-1,-1,4,8,0,-3,-4,-1,0
Rab7 wt GTP bind,93,97,102,101,99,97,95,96,102,98,104,99,94
Rac1 act GTP bind,93,98,99,103,98,100,97,96,99,100,96,98,92
Mcl1-Noxa inh,19,20,-5,-2,12,0,-11,42,36,45,5,9,-6
Rac1 wt modul,97,104,103,106,101,101,100,100,98,105,95,99,95
Cdc42 wt GTP,98,96,104,102,98,101,96,98,98,100,99,101,96
HRas wt GTP,96,97,102,101,100,99,96,98,100,97,99,101,96
Pf gamet viab,-21,4,-1,x,16,x,x,12,x,1,18,x,x

High-throughput results deposited in PubChem BioAssay by several laboratories.
